Source: PubChem (National Center for Advancing Translational Sciences (NCATS))
D2 antag: antagonizes the human D2 dopamine receptor; AID 485344; P14416; actives 2% (n = 340,000); HEK293 TREx D2 cells, calcium flux, dopamine EC80; inhibition, % at 10 µM; in the data active = inhibition above about 30%; also: 0% is about no effect
Target sequence (P14416 whole entry, looked up): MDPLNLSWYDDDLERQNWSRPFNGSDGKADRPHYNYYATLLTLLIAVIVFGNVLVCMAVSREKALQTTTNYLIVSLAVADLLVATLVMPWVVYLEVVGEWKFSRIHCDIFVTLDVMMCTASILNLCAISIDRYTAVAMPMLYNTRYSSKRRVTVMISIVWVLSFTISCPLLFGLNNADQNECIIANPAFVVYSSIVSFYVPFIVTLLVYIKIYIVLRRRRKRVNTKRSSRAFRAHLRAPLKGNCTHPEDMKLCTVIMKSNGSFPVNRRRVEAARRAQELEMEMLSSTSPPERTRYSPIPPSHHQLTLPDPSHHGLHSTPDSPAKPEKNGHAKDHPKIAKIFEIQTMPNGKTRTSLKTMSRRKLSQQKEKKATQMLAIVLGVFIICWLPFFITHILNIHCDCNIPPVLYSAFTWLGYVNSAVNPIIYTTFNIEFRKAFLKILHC
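Tetracycline-induced HEK293 TREx cells expressing D2 receptor forced-coupled to calcium signalling, loaded with no-wash calcium dye. Compounds added and calcium flux read 180 s, then dopamine added at EC80 and read a further 180 s.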
Vif-A3F inh: Vif-A3F binding inhibition; actives 0.2% (n = 390,000); HeLa A3F-eYFP + Vif (tagged APOBEC3F with the HIV-1 protein that degrades it), YFP fluorescence increase; Potency, µM (highest dose often 46.1 µM), for the others: at the top dose activity, negative = active; also: potency is read from the fitted curve at half-maximal effect; % of control where 0% means no effect; nearly all actives have a fitted effect of over 65% in size
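HeLa cells stably expressing Vif plus C-terminally eYFP-tagged A3F were seeded, incubated overnight at 37 deg C, dosed with compound, incubated overnight again at 37 deg C. Yellow fluorescence (Ex 488/Em 500-530) reported blocked Vif-mediated A3F-eYFP degradation.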
D2 agonist: activates the human D2 dopamine receptor | P14416 | HEK293 T-REx D2 cells, calcium flux agonist mode | activation, % at 2 µM | actives 0.53% (n = 340,000) | AID 485358;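 active = activation over 3 SD above normal in the single-dose calcium agonist read, cut at about 30% in these data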; also: 0% is about no effect
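Calcium-flux readout, 1 cycle/sec over 180 s following compound pin transfer, in inducible HEK293 Trex D2 cells (force-coupled); dopamine controls included. Positive calcium responses during this window marked compounds as potential agonists.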
Vif-APOBEC3G blk: blocks the Vif interaction with human APOBEC3G; Potency, µM (series often up to 46.1 µM), for the others: top-dose activity, negative = active, most hits filed as inhibitors; HeLa A3G-eYFP + Vif (tagged APOBEC3G with the HIV-1 protein that degrades it), YFP fluorescence, overnight; actives 0.076% (n = 410,000); Q9HC16; AID 602310;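 also: potency is read from the fitted curve at half-maximal effect; % is scaled to controls: 0 for no effect and ±100 for the full control effect; nearly all actives have a fitted effect of over 60% in size; hits raise eYFP signal because A3G escapes Vif-driven loss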
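HeLa cells stably expressing Vif and C-terminally eYFP-tagged A3G, seeded overnight at 37 deg C, then exposed to compound by pintool overnight at 37 deg C. Rise in yellow fluorescence (Ex 488/Em 500-530, Acumen) marks blocked Vif-driven A3G degradation.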
LDHA inh: LDHA (human) enzyme inhibition; P00338; purified LDHA, NADH/diaphorase-resazurin fluorescence; stronger effect = lower value; activity change, % (values are at about 110 or 230 µM); actives 0.15% (n = 480,000); AID 1347041; in the data active = activity change below about -30%; inconclusive = mostly about -25% to -30%;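 also: plate controls were DMSO wells for no effect and wells without enzyme for full effect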
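Enzyme activity of human lactate dehydrogenase 5 (2 nM; 0.06 mM NADH, 0.2 mM pyruvate, 5 min, RT) is measured via a resazurin/diaphorase fluorescence readout of residual NADH.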
12-LOX inh: blocks human arachidonate 12S-lipoxygenase; P18054; Potency, µM (highest dose often 108 µM), inactives show at the top dose activity change, negative = inhibition, usual class: inhibitors; AID 1671190; actives 1.1% (n = 580,000); purified 12hLO, xylenol orange hydroperoxide absorbance; also: potency is read from the fitted curve at half-maximal effect; % is scaled to controls: 0 for no effect and ±100 for the full control effect
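Purified human 12hLO (150 nM final) in 25 mM Hepes, 0.01% Triton X-100, pH 7.0 was preincubated 15 min at room temperature with compound. Then 40 uM arachidonic acid was added, 30 min. Hydroperoxide was read by Fe-XO absorbance ratio 573/405 nm.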
RGS4 inh: blocks human RGS4-accelerated GTP hydrolysis. Transcreener GDP fluorescence polarization, RGS4-accelerated GTP hydrolysis. Potency, µM (doses to about 114 µM), for inactives: top-dose activity change, negative = inhibition, actives largely listed as inhibitors. actives 0.039% (n = 390,000). AID 504845; also: potency is read from the fitted curve at half-maximal effect; % is scaled to controls: 0 for no effect and ±100 for the full control effect; nearly all actives have a fitted effect of over 75% in size; some results filed as inactive show a strong effect at the top dose
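MLSMR compounds (23 nl, pin-transferred) preincubated 10 min at room temperature with a 500nM (2x) first reagent, then RGS4 at 900nM (2x) plus Transcreener GDP mix added; fluorescence polarization (620/688 nm) read before and after 90 min at 30 °C.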
Glioma ERSR ind: induces the endoplasmic reticulum stress response in human glioma cells | U87-MG GRP78 promoter luciferase reporter, 16 h | Potency, µM, for inactives: at the top dose activation, most hits filed as activators | actives 0.02% (n = 420,000) | AID 602332; also: potency is read from the fitted curve at half-maximal effect; series mostly up to about 76 µM; % of control where 0% means no effect; nearly all actives have a fitted effect of over 35% in size
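ERSR induction read as luciferase luminescence (Bright-Glo, 10 min at room temperature) in stably transfected human U87-MG glioma cells exposed to compounds for 16 h, using GRP78 as sensor.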
ERG Ets-DNA blk: inhibitors of human ERG Ets domain-DNA interaction; actives 0.028% (n = 370,000); fluorescence polarization, His-ERG Ets domain / labelled DNA; P11308; Potency, µM (top dose mostly 76.9 µM), for the others: top-dose FP activity, negative = inhibition, actives largely listed as inhibitors; active = well fitted inhibition curve with a large enough effect in the polarisation, with a control signal flat; inconclusive = small, poorly fitted or top-dose-only effect, or effect the other way, or a change in a side signal; inactive = no such curve, though single readings can be large or run the other way; the % refers to the polarisation;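 also: polarization taken with two DNA probes labelled with fluorescein and Texas red; potency is read from the fitted curve at half-maximal effect; % of control where 0% means no effect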
Target sequence (P11308 whole entry, looked up, the tested form may be a part): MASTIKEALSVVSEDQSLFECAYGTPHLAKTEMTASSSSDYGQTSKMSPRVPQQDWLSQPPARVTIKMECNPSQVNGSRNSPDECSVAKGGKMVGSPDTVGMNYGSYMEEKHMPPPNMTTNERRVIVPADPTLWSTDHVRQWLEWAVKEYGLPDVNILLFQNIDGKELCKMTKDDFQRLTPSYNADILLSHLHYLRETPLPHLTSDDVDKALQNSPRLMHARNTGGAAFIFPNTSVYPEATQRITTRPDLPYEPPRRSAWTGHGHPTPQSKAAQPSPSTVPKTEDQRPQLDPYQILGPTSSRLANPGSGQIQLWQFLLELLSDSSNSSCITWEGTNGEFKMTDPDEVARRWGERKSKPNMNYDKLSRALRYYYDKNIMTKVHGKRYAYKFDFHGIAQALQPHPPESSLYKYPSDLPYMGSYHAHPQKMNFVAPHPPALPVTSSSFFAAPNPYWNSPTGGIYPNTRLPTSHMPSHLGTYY
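His-tagged ERG Ets domain (1 uM in the protein solution; 300mM KCl, 50mM Tris-HCl, 1mM EDTA, 1mM DTT, pH 7.5) received compound, then a probe mix of 5 nM fluorescein-DNA and 100nM Texas-615-DNA. Fluorescence polarization was read for both dyes.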
* = called active by the depositor; ? = inconclusive; nt = not tested or not shown; & = joins results of further samples; [ ] = another dose, or the depositor's remark. Unless noted, calls follow the shape of the dose curve; as a rule, active = well fitted curve in the direction sought with a large enough effect; inconclusive = small, poorly fitted or top-dose-only effect, or another doubt; inactive = no such curve, though single readings can be large; an effect the other way counts as inactive or inconclusive.

Each structure is followed by: D2 antag | Vif-A3F inh | D2 agonist | Vif-APOBEC3G blk | LDHA inh | 12-LOX inh | RGS4 inh | Glioma ERSR ind | ERG Ets-DNA blk
Cc1ccc(S(=O)(=O)N2CCCN(C(=O)c3ccc(-n4cccn4)cc3)CC2)cc1
    -5 | ? | 5.5 | 8% | -13 | -2% | 3% | -3% | -6%
Cc1ccc(Nc2nnc(SCC(=O)N(C)C3CCS(=O)(=O)C3)s2)cc1 (configuration not stated)
    6 | 7% | -0.1 | -6% | 1 | 0% | 18% | 5% | 4%
COc1ccc(OCc2nnc(SCC(=O)Nc3ccccc3F)o2)cc1
    11 | 0% | -0.1 | 0% | -5 | 27% | 14% | -4% | 5%
O=C(Cn1nc(Cl)nc1Cl)c1ccccc1
    15 | 12% | -0.6 | 2% | -3&9 | 21%&1% | -81%[56.9 µM] | -3% | 7%
CCOC(=O)c1sc2ncnc(N3CCN(C(=O)OCC)CC3)c2c1C
    -13 | nt | -0.7 | -11% | 0 | 0% | 22% | -3% | 0%
Cc1ccc(N=c2c([N+](=O)[O-])nn(-c3ccccc3)n2O)c(C)c1
    7 | -9% | 0.8 | 2% | 26 | ? | 4% | 7% | -1%
Cc1cc(C)cc(NC(=O)Cn2nnc(-c3nc(-c4ccncc4)no3)c2N)c1
    nt | -2% | 0.3 | -1% | 1 | -14% | 0% | -3% | -7%
COc1ccccc1C(=O)NC(CCSC)C(=O)NNC(=O)C(C)Oc1ccccc1F (configuration not stated)
    -9 | -1% | -0.7 | -1% | -22 | -1% | -4% | -3% | 0%
O=C(NCc1ccccc1Cl)c1cc([N+](=O)[O-])ccc1Cl
    10 | -17% | -0.1 | -4% | -1 | 1% | -37% | 0% | 10%
Cc1ccc(NC(=O)C(C)Sc2nnc(-c3cccnc3)n2-c2ccccc2)cc1 (configuration not stated)
    21 | -1% | -2.9 | -7% | 3 | 3% | -2% | -6% | -6%
Cn1c(N2CCCCC2)nc2c1c(=O)[nH]c(=O)n2C
    12 | 1% | 0.7 | 0% | -13 | -19% | 35% | -3% | -10%
CCOC(=O)c1cccc(NC(=O)C2=C(C)C(=O)OC23CCCCC3)c1
    nt | nt | -0.9 | nt | -1 | 0% | 4% | nt | -4%
O=S1(=O)C[C@@H](N2CCN(c3ccccc3)CC2)[C@H](COCc2ccccc2)N1
    nt | nt | nt | -4% | -6 | -13% | nt | -2% | nt
COC(=O)N/N=C(\C)c1ccccc1OC(F)F
    -7 | 9% | 1.7 | 0% | 0 | 8% | -14% | -7% | 8%
COC(C(=O)Nc1ccc(Br)cc1F)c1ccccc1 (configuration not stated)
    -2 | -3% | -2.0 | 1% | 1 | -8% | -3% | -5% | -2%
O=C(CNC(=O)c1ccccc1)OCC(=O)c1cccc2ccccc12
    nt | nt | nt | 1% | -12 | nt | 7% | -3% | nt
CCCCNC(=O)CSc1nc2ccccc2c(=O)n1CC1COc2ccccc2O1 (configuration not stated)
    -19 | -2% | 0.2 | 0% | 0 | 0% | 2% | 0% | -4%
COc1cccc(C(=O)NCCCNc2nc3cc(C)cc(C)c3cc2C#N)c1
    nt | 0% | nt | 0% | 3 | -13% | nt | -6% | nt
COc1ccc(C2CC(c3cccs3)=NN2C(=O)CSc2nnc(N)s2)cc1OC (configuration not stated)
    -4 | -20% | 0.3 | 0% | -3 | 4% | 6% | -1% | -2%
CC(c1ccco1)N(C(=O)c1ccc(F)cc1)c1ccccn1 (configuration not stated)
    19 | 3% | -1.8 | 0% | -8 | 5% | -2% | -4% | -10%
Cn1cc(S(=O)(=O)N2CCc3ccccc32)cc1C(=O)Nc1ccc(C(F)(F)F)cc1
    nt | -2% | 0.4 | 0% | -3 | -27% | 16% | -5% | -6%
CCN(C(=O)CSc1nc2ccccc2c(=O)n1Cc1ccc(C)cc1)C1CCS(=O)(=O)C1 (configuration not stated)
    17 | 0% | 0.8 | -5% | 0 | 13% | -2% | -5% | 3%
CC(C)Cc1nnc(NC(=O)c2ccc(-n3cncn3)c([N+](=O)[O-])c2)s1
    nt | -9% | nt | -5% | -4 | 2% | nt | 0% | nt
COc1cccc(OCc2cc(C(=O)N3CCNC(=O)C3Cc3ccccc3)no2)c1 (configuration not stated)
    9 | -5% | 0.1 | -1% | -3 | 0% | 16% | 5% | 5%
N#Cc1ccc(COC(=O)c2ccc(N3CCCC3)c([N+](=O)[O-])c2)cc1
    2 | 2% | -0.4 | -6% | -6 | 0% | 25% | -1% | 2%
COC(=O)Nc1nnc(-c2ccco2)s1
    5 | 23% | 0.8 | 2% | -3 | 196%[activator] | -6% | 3% | 2%
O=C(CSc1ccc(-c2cccnc2)nn1)N1CCCC1
    4 | -3% | 0.2 | 3% | -7 | 1% | 14% | -1% | 4%
COc1ccc2c(CN3CCCCC3)cc(=O)oc2c1
    nt | nt | nt | -1% | 4&-10 | ? | nt | 4% | nt
O=C(COc1ccccc1)N1CCc2ccccc2C1
    5 | 6% | -0.5 | 0% | 1 | 11%[57.4 µM] | 14% | 2% | 2%
CC1(C2CC2)NC(=O)N(CC(=O)Nc2ccccc2-c2ccccc2)C1=O (configuration not stated)
    -2 | 1% | -0.1 | -1% | -6 | -3% | 10% | 1% | 12%
CC1(Oc2ccc(CC#N)cc2)CCN(Cc2ccc(-n3ccnc3)cc2)C1 (configuration not stated)
    nt | nt | nt | -1% | -5 | ? | nt | -3% | nt
Cc1ccc(C(=O)N(c2ccccn2)C(C)c2ccco2)cc1C (configuration not stated)
    -13 | -12% | 0.5 | 0% | 0 | 0% | 27% | -1% | -11%
CCOc1ccccc1N1CCN(c2nc(N)c(C#N)c(CC#N)c2C#N)CC1
    0 | ? | -2.3 | ? | -4 | -14% | ? | 0% | -4%
COc1ccc(OC)c2sc(NNC(=O)COc3ccccc3)nc12
    nt | -7% | nt | 2% | 2 | -6% | -10% | -4% | -14%
CCCN1CCCc2cc(CN(CCCN3CCOCC3)C(=O)Nc3ccc(OCC)cc3)ccc21
    16 | -1%&0% | 1.6&-0.2 | 2%&2% | 3&7 | ? | -3%&-4% | -2%&-3% | -2%&0%
O=C(CSCc1ccc([N+](=O)[O-])cc1)NC1CCCCCC1
    3 | 5% | 0.5 | -5% | 2 | -13% | -21% | 3% | 5%
COc1cc(C(CCN2CCCCC2)c2c(OC)cc(OC)c3c(-c4ccccc4)cc(=O)oc23)cc(OC)c1OC (configuration not stated)
    -19 | -25% | -0.3 | -2%&2% | 0 | -2% | 23%&-11% | -7%&-5% | 6%
CCc1ccc(NC(=O)CSc2nc3cc(C(=O)OC)ccc3c(=O)n2Cc2ccco2)cc1
    0 | -1% | 0.9 | -1% | -8 | 13% | -8% | -3% | 5%
Cc1cccc(-c2cnc(C(O)c3ccc(Cl)cc3C)[nH]2)c1 (configuration not stated)
    nt | nt | nt | -6% | -8 | -22% | nt | -3% | nt
Cc1ccc(S(=O)(=O)NCCCCCC(=O)Nc2ccccn2)cc1
    nt | -6% | nt | 1% | -8 | 0% | 14% | -2% | -1%
CC(C)(C)CN1CCNC(=O)C1CC(=O)N1CCN(c2ccccc2)CC1 (configuration not stated)
    -15 | 0% | 18 | 3% | 0 | 0% | 22% | 5% | -8%
CCSC(=Nc1ccccc1)N1CCOCC1
    nt | 8% | nt | 1% | -4 | ? | 13% | 2% | ?
COc1ccc(C2/C=C\CN(C(=O)C3CC3)CC(=O)N2Cc2ccc(F)cc2)cc1 (configuration not stated)
    23 | 4% | 0.3 | 0%&1% | -10 | ? | 13%&-6% | -4%&-2% | 9%
Clc1ccc(-c2[nH]ncc2N=Nc2ccccc2)cc1
    -5 | -9% | -0.2 | -4% | -2 | ? | -27% | -4% | 8%
Cn1c(=O)c2c(nc(CN3CCOCC3)n2CCCO)n(C)c1=O
    7 | 9% | 0.7 | 2% | -2&-7 | -17%&6% | 13% | 0% | 7%
Cc1ccccc1COC[C@H](CC(C)C)N1CCN(C(=O)c2cccc(C(F)(F)F)c2)CCC1=O
    -8 | -4% | -1.6 | 0% | 0 | -8% | -1% | -5% | 2%
O=C(Nc1ccccc1C(=O)Nc1ccccc1)c1cccs1
    -18 | -19% | -2.2 | -12% | -7 | 14% | 12% | -6% | 5%
Cc1cccc(Cc2nnc(CCC(=O)N3CCCC(CN4CCOCC4)C3)o2)c1 (configuration not stated)
    0 | -2% | 0.0 | -2% | -5 | 0% | 5% | -4% | 0%
O=C(CSc1nc2c(c(=O)n1-c1ccc(Br)cc1)SCC2)NCc1ccco1
    -5 | 0% | 0.9 | -1% | -5 | ? | -11% | 3% | -7%

Exported tab-delimited: two of the compounds above.
structure	D2 antag	Vif-A3F inh	D2 agonist	Vif-APOBEC3G blk	LDHA inh	12-LOX inh	RGS4 inh	Glioma ERSR ind	ERG Ets-DNA blk
COc1ccc(C2/C=C\CN(C(=O)C3CC3)CC(=O)N2Cc2ccc(F)cc2)cc1 (configuration not stated)	23	4%	0.3	0%&1%	-10	?	13%&-6%	-4%&-2%	9%
Clc1ccc(-c2[nH]ncc2N=Nc2ccccc2)cc1	-5	-9%	-0.2	-4%	-2	?	-27%	-4%	8%

An excerpt, so the mix of outcomes need not match the whole.
